High-throughput results from PubChem BioAssay.
Bim-Bfl-1: inhibitors of Bim binding to Bfl-1, primary screen, biochemical, multiplexed, bead-based flow cytometry; Bcl-2-related protein A1 (Homo sapiens), Q16548; Bim-Bfl-1 binding inhibition; inhibition, % at 10 µM; 0.12% of 190,000 active;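 also: 0% = wells without compound plus tracer and 100% = blocker peptide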
Mcl1 Bid PPI: Mcl-1/Bid binding inhibitors, primary screen, biochemical, TR-FRET, 1536-well; Induced myeloid leukemia cell differentiation protein Mcl-1 (Homo sapiens), Q07820; TR-FRET Mcl-1/Bid-Dy647 peptide binding; 0.97% of 220,000 active; inhibition, % at 21.7 µM;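 active = compounds that cut the binding signal by more than half at the single screening dose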;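 also: His-tagged Mcl-1 with europium anti-His antibody binding Bid BH3 peptide; 0% = Mcl-1 plus peptide wells and 100% = peptide-only wells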
Target sequence (Q07820 whole entry, looked up): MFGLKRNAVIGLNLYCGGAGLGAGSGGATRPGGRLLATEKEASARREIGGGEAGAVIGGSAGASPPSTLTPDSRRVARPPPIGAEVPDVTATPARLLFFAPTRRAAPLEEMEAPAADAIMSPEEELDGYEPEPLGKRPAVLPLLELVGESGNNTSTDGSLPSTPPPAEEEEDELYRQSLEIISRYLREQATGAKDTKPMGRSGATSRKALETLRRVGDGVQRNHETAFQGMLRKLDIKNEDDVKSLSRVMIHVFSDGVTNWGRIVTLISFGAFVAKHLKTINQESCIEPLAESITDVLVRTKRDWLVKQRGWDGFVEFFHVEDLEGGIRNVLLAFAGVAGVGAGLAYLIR
RGS7-Gao reg: RGS7-Galphao binding modulators, primary screen, biochemical, multiplexed bead flow cytometry. Guanine nucleotide-binding protein G(o) subunit alpha (Homo sapiens), P09471. actives lie on both sides. binding response (% of control), % at 10 µM. 0.35% of 220,000 active. AID 1439, 2008; in the data active = binding response below about 49% or above about 150%; inconclusive = no clear call, values can overlap the other calls; inactive = in between;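 also: fluorescent Galphao held in activated GDP-AlF4 state binding bead-coupled RGS7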
Bcl-W Bim block: inhibitors of Bim binding to Bcl-W, primary screen, biochemical, multiplexed, bead-based flow cytometry; Bcl-2-like protein 2 (Homo sapiens), Q92843; Bim peptide-Bcl-W binding; inhibition, % at 10 µM; 0.02% of 190,000 active;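 also: 0% = bound tracer without compound and 100% = peptide blocker; higher means less fluorescent Bim peptide bound to Bcl-W beads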
Bcl-B Bim block: inhibitors of Bim-Bcl-B binding, primary screen, biochemical, multiplexed, human Bcl-2 family; bead-based flow cytometry, Bim peptide-Bcl-B binding; Bcl-2-like protein 10 (Homo sapiens), Q9HD36; inhibition, % at 10 µM; 0.073% of 190,000 active;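 also: 0% = tracer peptide without compound and 100% = reference inhibitor peptide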
Target sequence (Q9HD36 whole entry, looked up): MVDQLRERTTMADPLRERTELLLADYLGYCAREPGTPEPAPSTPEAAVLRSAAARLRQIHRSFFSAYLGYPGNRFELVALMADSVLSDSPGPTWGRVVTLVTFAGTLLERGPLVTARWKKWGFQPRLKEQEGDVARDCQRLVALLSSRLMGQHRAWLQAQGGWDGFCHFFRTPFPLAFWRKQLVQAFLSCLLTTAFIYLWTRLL
Bim-Mcl-1: inhibitors of Bim peptide binding to Mcl-1, primary screen, biochemical, bead-based flow cytometry, multiplex; Bim peptide-Mcl-1 binding; inhibition, % at 10 µM; 0.1% of 190,000 active; AID 1009, 2008;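 also: 0% = no compound tracer wells and 100% = peptide blocker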
Bim-Bcl-2: inhibitors of Bim-Bcl-2 binding, primary screen, biochemical, multiplexed, human Bcl-2 family. Bead-based flow cytometry, Bim peptide-Bcl-2 binding. inhibition, % at 10 µM. 0.06% of 190,000 active. Apoptosis regulator Bcl-2 (Homo sapiens), P10415; in the data active = inhibition above about 40%; inconclusive = no clear call, values can overlap the other calls;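 also: 0% = no compound wells with probe peptide and 100% = reference peptide inhibitor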
Target sequence (P10415 whole entry, looked up): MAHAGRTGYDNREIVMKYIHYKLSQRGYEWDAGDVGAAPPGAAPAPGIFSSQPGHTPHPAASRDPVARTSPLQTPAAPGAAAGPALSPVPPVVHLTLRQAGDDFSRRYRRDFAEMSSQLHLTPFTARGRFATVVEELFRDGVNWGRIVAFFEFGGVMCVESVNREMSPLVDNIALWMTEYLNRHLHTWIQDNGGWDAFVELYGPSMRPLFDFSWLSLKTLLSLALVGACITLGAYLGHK
RGS8-Gao reg: RGS8-Galphao binding modulators, primary screen, biochemical, multiplexed bead flow cytometry; actives lie on both sides; response (percent of control binding), % at 10 µM; AID 1423, 2008; 0.34% of 220,000 active; in the data active = response below about 60% or above about 140%; inactive = in between;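 also: Galphao activated as the GDP aluminium fluoride complex binding bead-coupled RGS8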
Mcl1-Noxa inh: Mcl-1/Noxa binding inhibitors, primary screen, biochemical, TR-FRET, 1536-well | 1.5% of 220,000 active | AID 1022, 2008 | TR-FRET Mcl-1/Noxa peptide binding, 2 h | inhibition, % at 21.7 µM | Induced myeloid leukemia cell differentiation protein Mcl-1 (Homo sapiens), Q07820;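 active = compounds that cut the protein-peptide binding signal by more than 50% relative to plate controls in a single-dose test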;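 also: His-tagged Mcl-1 with rhodamine Noxa BH3 peptide and terbium anti-His antibody; 0% = Mcl-1 plus Noxa peptide wells and 100% = peptide-only wells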
RGS4-Gao reg: modulators of RGS4 binding to Galphao, primary screen, biochemical, multiplexed bead flow cytometry; binding response (% of control), % at 10 µM; actives lie on both sides; 0.33% of 220,000 active; in the data active = binding response below about 49% or above about 150%; inactive = in between;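 also: fluorescent Galphao activated with aluminum fluoride binding bead-coupled RGS4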
Bim-Bcl-XL: inhibitors of Bim-Bcl-XL binding, primary screen, biochemical, multiplexed, bead flow cytometry, human Bcl-XL; Bcl-2-like protein 1 (Homo sapiens), Q07817; Bim peptide-Bcl-XL binding, fluorescence; inhibition, % at 10 µM; 0.04% of 190,000 active; AID 1007, 2008
Target sequence (Q07817 whole entry, looked up): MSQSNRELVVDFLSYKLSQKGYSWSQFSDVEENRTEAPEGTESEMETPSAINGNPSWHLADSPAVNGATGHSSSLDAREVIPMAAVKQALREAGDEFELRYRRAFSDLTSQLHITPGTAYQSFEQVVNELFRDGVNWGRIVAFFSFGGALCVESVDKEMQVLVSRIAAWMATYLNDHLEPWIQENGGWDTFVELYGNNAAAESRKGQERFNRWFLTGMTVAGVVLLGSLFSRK
* hit, by the source's call; ? = inconclusive; . = not tested or not shown; [ ] = remark or other dose. Rule as the data show it, unless noted: active = inhibition above about 40%.

SMILES	Bim-Bfl-1	Mcl1 Bid PPI	RGS7-Gao reg	Bcl-W Bim block	Bcl-B Bim block	Bim-Mcl-1	Bim-Bcl-2	RGS8-Gao reg	Mcl1-Noxa inh	RGS4-Gao reg	Bim-Bcl-XL
N#Cc1c(NC(=O)c2ccc(-c3ccccc3[N+](=O)[O-])o2)sc2c1CCCC2	-9	-5	100	0	-5	-2	-9	100	.	100	-15
O=C(O)c1c2c(nc3ccccc13)-c1ccccc1CC2	-3	2	100	-1	-4	-9	-2	100	17	102	-3
Cc1cccc2cc(COC(=O)COc3ccccc3)c(=O)[nH]c12	-10	13	96	-1	-6	0	-6	95	-3	95	2
O=C(CCl)NN=C(c1ccccc1)c1ccccc1	-2	-32	?	-3	-1	-1	-3	94	-7	95	-2
Cc1nn(C)c(C)c1C1C(C#N)=C(N)Oc2n[nH]c(C)c21 (configuration not stated)	-1	-58	109	0	-1	-1	1	140*[activator]	-6	110	-2
Cc1ccc(C(=O)Nc2ccccc2C(=O)NC(Cc2ccccc2)C(=O)O)cc1 (configuration not stated)	-5	-28	102	-3	-4	-1	0	101	16	102	-3
O=C(NC(=S)Nc1ccc(S(=O)(=O)Nc2ncccn2)cc1)c1ccc(Br)cc1	-9	-49	104	-5	-4	-4	-4	106	-12	105	-5
COC(=O)c1c(NC(=O)CN2CCCC(C)C2)c2c(C)cccc2n1C (configuration not stated)	-11	-18	108	-2	-5	-2	-9	110	-5	106	-5
Cc1ccc(-n2c(O)c(C=NC3CCS(=O)(=O)C3)c3ccccc3c2=O)cc1C (configuration not stated)	-14	-11	99	0	-8	-2	-11	101	3	102	5
CCOc1ccc(Nc2nc3ccccc3c(=O)s2)cc1	.	-81	?	.	.	.	.	99	-23	98	.
CCOC(=O)C1(C)C=C(Nc2ccc(NC(C)=O)cc2)C(=O)N1c1ccc(NC(C)=O)cc1 (configuration not stated)	.	-18	?	.	.	.	.	99	-1	101	.
COc1cc(-c2nnc3sc(-c4ccco4)nn23)cc(OC)c1OC	-10	5	104	6	-7	-3	-9	101	31	101	-5
COc1cc(C(=O)Nc2ccc(NC(=O)C3CC3)nc2)cc(OC)c1OC	0	21	101	0	1	1	-1	100	17	103	0
Cc1ccc(NC(=O)CN(c2ccccc2F)S(C)(=O)=O)cc1	-21	2	98	-3	-10	-7	-13	101	10	99	-10
Cc1cc(NC(=O)CSc2nccn2C)n(-c2ccccc2)n1	.	5	?	.	.	.	.	102	14	85	.
Cc1cc(C)nc(SCC(=O)N2CCC(C(N)=O)CC2)n1	-10	-4	101	0	-9	-1	-10	104	10	102	-2
CC(=O)n1cc([C@H]2C=C(C(=O)N3CCN(Cc4ccccc4)CC3)O[C@@H](OCc3ccc(CO)cc3)C2)c2ccccc21	-4	-2	98	-1	-8	-6	-4	101	13	99	-3
CCCN(CCC)c1nc2ccccc2n2c(C)nnc12	-10	8	101	1	-8	-1	-7	104	3	102	-7
CCOc1ccccc1NC(=O)CSc1c(C)n[nH]c1C	0	-17	104	-8	-5	-6	0	102	3	103	-3
CCCC1NC(=S)NC(C)=C1C(C)=O (configuration not stated)	-2	-25	100	2	-2	2	-2	99	28	96	0
O=S(=O)(c1ccccc1)c1cnn(-c2ccccc2)c1-c1ccc(F)cc1	-18	5	102	-1	-4	-5	-16	97	8	99	-10
Cc1cc(C)c(NC(=O)CN2C(=O)NC3(CCCCC3)C2=O)c(C)c1	1	-12	98	-4	-4	1	0	98	-3	98	1
Cc1nc([N+](=O)[O-])c(Br)n1Cc1ccccc1	.	-28	?	.	.	.	.	99	-20	100	.
CC1=C(C(=O)O)N2C(=O)[C@@H](NC(=O)[C@H](N)c3ccccc3)[C@H]2SC1	-1	-46	95	-2	-2	-2	-3	100	-37	97	0
O=C(Nc1ccccc1F)c1ccc(OCc2ccccc2)cc1	0	-8	101	-4	-4	0	-1	101	-7	103	-5
CC(=O)Nc1ccc(Nc2c3ccccc3nc3ccccc23)cc1	-1	-34	?	1	-3	-1	-1	102	39	103	-1
CCN(CC(=O)Nc1ccc2c(c1)OCCO2)c1ccc(S(=O)(=O)N2CCOCC2)cn1	11	-33	84	-2	0	-8	1	90	-4	80	-1
O=C(CN1CCC(NC(=O)Cc2ccccc2)CC1)Nc1ccccc1Br	-3	-20	106	-4	-7	-6	-5	106	0	102	-8
O=C(NCc1ccc(Cl)cc1)c1ccc(N2CCCC2=O)cc1	-6	-19	92	-1	-3	0	-3	82	11	93	-2
CCN1CCN(C(=O)c2cc(COc3ccc4ncccc4c3)on2)CC1	-4	-8	?	0	-1	1	-1	101	19	101	-1

Structures listed so far with a cyano group:
SMILES	Bim-Bfl-1	Mcl1 Bid PPI	RGS7-Gao reg	Bcl-W Bim block	Bcl-B Bim block	Bim-Mcl-1	Bim-Bcl-2	RGS8-Gao reg	Mcl1-Noxa inh	RGS4-Gao reg	Bim-Bcl-XL
N#Cc1c(NC(=O)c2ccc(-c3ccccc3[N+](=O)[O-])o2)sc2c1CCCC2	-9	-5	100	0	-5	-2	-9	100	.	100	-15
Cc1nn(C)c(C)c1C1C(C#N)=C(N)Oc2n[nH]c(C)c21 (configuration not stated)	-1	-58	109	0	-1	-1	1	140*[activator]	-6	110	-2

(continued)
SMILES	Bim-Bfl-1	Mcl1 Bid PPI	RGS7-Gao reg	Bcl-W Bim block	Bcl-B Bim block	Bim-Mcl-1	Bim-Bcl-2	RGS8-Gao reg	Mcl1-Noxa inh	RGS4-Gao reg	Bim-Bcl-XL
CC(C)c1ncc(C(O)c2cccc3ccccc23)n1C (configuration not stated)	-9	-13	104	0	-2	0	-7	101	0	107	-4
CC(C)(C)OC(=O)N1CCN(C(=O)c2cccnc2Cl)CC1	-3	-24	104	0	-2	0	0	99	4	104	0
CCC(=O)Oc1ccc2c(C)cc(=O)oc2c1C(=O)CC	.	-9	?	.	.	.	.	105	-2	107	.
Cc1ccc(C(=O)Oc2ccccc2N2CCOCC2)cc1	.	-5	?	.	.	.	.	98	13	92	.
COc1ccccc1C(c1nnnn1Cc1ccccc1)N1CCN(c2nc3ccccc3s2)CC1 (configuration not stated)	-19	50	102	-3	-11	-4	-9	100	19	100	-7
N#C/C(=C\c1cn[nH]c1-c1ccc(Cl)cc1)C(=O)NC1CC1	-8	-13	89	-6	-9	-6	-4	97	4	90	-10
COc1ccc(CNc2nc3ccccc3n2Cc2ccc(C)cc2)cc1OC	-1	-6	95	-4	-11	-1	-4	98	-10	93	-6
COc1ccc(C(=O)Nc2ccc(S(=O)(=O)NC(C)=O)cc2)cc1	-9	-4	107	2	-7	0	-8	101	32	103	0
CCCc1cc(-c2nc(-c3ccc(Cl)cc3)cs2)ccn1	0	49	101	1	0	0	1	100	7	100	3
Cc1ccc(N2CC(C(=O)N3CCN(C(=O)c4ccco4)CC3)CC2=O)cc1 (configuration not stated)	-13	-10	98	-3	-10	-4	-9	102	7	103	-2

Random excerpt: 2 entries already listed.
SMILES	Bim-Bfl-1	Mcl1 Bid PPI	RGS7-Gao reg	Bcl-W Bim block	Bcl-B Bim block	Bim-Mcl-1	Bim-Bcl-2	RGS8-Gao reg	Mcl1-Noxa inh	RGS4-Gao reg	Bim-Bcl-XL
Cc1ccc(N2CC(C(=O)N3CCN(C(=O)c4ccco4)CC3)CC2=O)cc1 (configuration not stated)	-13	-10	98	-3	-10	-4	-9	102	7	103	-2
CC(C)c1ncc(C(O)c2cccc3ccccc23)n1C (configuration not stated)	-9	-13	104	0	-2	0	-7	101	0	107	-4

More entries follow.
SMILES	Bim-Bfl-1	Mcl1 Bid PPI	RGS7-Gao reg	Bcl-W Bim block	Bcl-B Bim block	Bim-Mcl-1	Bim-Bcl-2	RGS8-Gao reg	Mcl1-Noxa inh	RGS4-Gao reg	Bim-Bcl-XL
O=C(NCc1ccccc1)c1cc(=O)c2ccccc2o1	3	-3	94	-3	3	1	0	99	-8	98	1
COc1cc(OC)c(OC)cc1NC(=O)CC1COc2ccccc2O1 (configuration not stated)	0	-3	102	0	-1	1	0	102	0	105	-2
CSC1=NC(C)(C)CC2(C)Nc3ccccc3N12 (configuration not stated)	0	-89	100	0	-2	-1	1	105	-3	106	0
COc1ccc(C(=O)NCC(=O)OCC(=O)Nc2cc([N+](=O)[O-])ccc2F)cc1	-4	-26	100	-1	-4	0	-3	101	4	100	-2
Cc1ccc(-c2ccc(=O)n(CCC(=O)NCc3ccccn3)n2)cc1	1	-52	122	-1	-2	0	-3	137	-25	127	5
CC(c1ccccc1)c1nnc(NC(=O)c2ccc3c(c2)OCO3)s1 (configuration not stated)	.	-5	?	.	.	.	.	102	-6	101	.
Cc1cccc(N2CCN(C(=S)Nc3ccc4nc(N5CCN(C)CC5)cc(C)c4c3)CC2)c1C	17	85*	106	-1	-3	-2	-3	100	48	102	-3
COc1ccc2c(c1)c(CC(=O)Nc1ccc(C(C)=O)cc1)c(C)n2C(=O)c1ccc(Cl)cc1	-4	-14	101	-3	-8	-4	-7	99	-15	101	-6
Cc1ccc(NC(=O)C(Nc2cccc(C)c2)c2ccccc2)cc1 (configuration not stated)	1	-31	96	0	-1	-2	3	82	31	97	-1
CCOc1cccc(-c2nn(-c3ccccc3)cc2/C=C(/C#N)C(=O)NCCCn2ccnc2)c1	-1	15	98	-3	-10	-5	-5	100	-50	100	-8

Full records, looked up by structure:
Results for Cc1cccc2cc(COC(=O)COc3ccccc3)c(=O)[nH]c12 : Bim-Bfl-1 = -10; Mcl1 Bid PPI = 13; RGS7-Gao reg = 96; Bcl-W Bim block = -1; Bcl-B Bim block = -6; Bim-Mcl-1 = 0; Bim-Bcl-2 = -6; RGS8-Gao reg = 95; Mcl1-Noxa inh = -3; RGS4-Gao reg = 95; Bim-Bcl-XL = 2
Results for CC(C)(C)OC(=O)N1CCN(C(=O)c2cccnc2Cl)CC1 : Bim-Bfl-1 = -3; Mcl1 Bid PPI = -24; RGS7-Gao reg = 104; Bcl-W Bim block = 0; Bcl-B Bim block = -2; Bim-Mcl-1 = 0; Bim-Bcl-2 = 0; RGS8-Gao reg = 99; Mcl1-Noxa inh = 4; RGS4-Gao reg = 104; Bim-Bcl-XL = 0

Some entries already given, showing only Mcl1 Bid PPI, RGS7-Gao reg and Bim-Bfl-1.
smiles | Mcl1 Bid PPI | RGS7-Gao reg | Bim-Bfl-1
Cc1cccc(N2CCN(C(=S)Nc3ccc4nc(N5CCN(C)CC5)cc(C)c4c3)CC2)c1C | 85* | 106 | 17
COc1ccc2c(c1)c(CC(=O)Nc1ccc(C(C)=O)cc1)c(C)n2C(=O)c1ccc(Cl)cc1 | -14 | 101 | -4
Cc1ccc(NC(=O)C(Nc2cccc(C)c2)c2ccccc2)cc1 (configuration not stated) | -31 | 96 | 1

Compounds as they come. About 2.7% of those tested had a hit in this group.
